TIM10 inh – growth inhibitors of TIM10 yeast strain; S. cerevisiae TIM10 strain growth, BacTiter-Glo luminescence, 24 h; inhibition, % at 10 µM; hit rate 1.4% among 330,000;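 active = inhibition of 40% or more at the single tested concentration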;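 note: wild-type TIM10 isogenic control strain grown at permissive 25 °C; 0% = DMSO yeast wells and 100% = minimal medium wells without yeast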
Apaf-1 inh – inhibitors of human Apaf-1 apoptosome | O14727 | reconstituted apoptosome caspase-3 activity, DEVD-Rh110 fluorescence | inhibition, % at 20 µM | hit rate 0.71% among 330,000; active = inhibition of at least 40% at 20 µM;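 note: plate controls were DMSO wells for no effect and DEVD-CHO caspase inhibitor wells for full effect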
Target sequence (O14727 whole entry, looked up): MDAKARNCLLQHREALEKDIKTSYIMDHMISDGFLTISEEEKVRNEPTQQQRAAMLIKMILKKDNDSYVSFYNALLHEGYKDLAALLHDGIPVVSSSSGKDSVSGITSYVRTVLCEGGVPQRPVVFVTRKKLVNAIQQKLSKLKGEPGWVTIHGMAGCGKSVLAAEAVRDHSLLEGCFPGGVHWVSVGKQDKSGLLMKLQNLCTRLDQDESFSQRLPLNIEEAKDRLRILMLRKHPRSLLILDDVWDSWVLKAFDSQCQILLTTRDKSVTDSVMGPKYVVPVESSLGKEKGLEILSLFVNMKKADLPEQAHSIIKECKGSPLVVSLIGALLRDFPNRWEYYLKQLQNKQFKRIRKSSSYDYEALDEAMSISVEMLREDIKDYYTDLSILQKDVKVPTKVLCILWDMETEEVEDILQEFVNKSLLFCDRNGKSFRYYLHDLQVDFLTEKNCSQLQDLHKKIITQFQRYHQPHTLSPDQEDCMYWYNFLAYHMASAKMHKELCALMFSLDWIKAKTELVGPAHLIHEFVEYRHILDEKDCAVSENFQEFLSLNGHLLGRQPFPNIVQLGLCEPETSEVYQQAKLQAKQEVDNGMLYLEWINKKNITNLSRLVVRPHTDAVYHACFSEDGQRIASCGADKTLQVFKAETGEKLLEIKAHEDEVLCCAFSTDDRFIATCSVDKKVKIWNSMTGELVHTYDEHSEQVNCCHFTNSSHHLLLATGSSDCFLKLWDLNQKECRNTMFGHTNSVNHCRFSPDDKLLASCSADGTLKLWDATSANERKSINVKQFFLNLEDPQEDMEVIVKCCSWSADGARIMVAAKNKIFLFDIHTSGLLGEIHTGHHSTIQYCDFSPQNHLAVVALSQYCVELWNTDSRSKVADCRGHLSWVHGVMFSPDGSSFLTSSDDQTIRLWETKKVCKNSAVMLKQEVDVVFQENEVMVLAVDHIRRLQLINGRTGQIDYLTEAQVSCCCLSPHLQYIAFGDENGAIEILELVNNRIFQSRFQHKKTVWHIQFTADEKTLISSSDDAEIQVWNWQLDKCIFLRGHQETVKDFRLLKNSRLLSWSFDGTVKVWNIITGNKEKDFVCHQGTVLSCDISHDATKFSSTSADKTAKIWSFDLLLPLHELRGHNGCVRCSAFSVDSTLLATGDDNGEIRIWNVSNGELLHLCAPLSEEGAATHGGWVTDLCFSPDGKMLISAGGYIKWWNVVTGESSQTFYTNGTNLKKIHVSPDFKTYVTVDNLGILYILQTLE
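System – cell-free apoptosome with Apaf-1, procaspase-3 and caspase-9 · Buffer or medium – pH 7.5 Hepes buffer with CHAPS, BSA, DTT · Also added – cytochrome c with DEVD-Rh110 · Times – 30 min compound preincubation, 50 min activation, room temperature · Technique – Rh110 fluorescence intensity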
mIAP inh – mouse IAP inhibition; inhibition, % at 10 µM; purified mouse IAP, CDP-Star luminescence, 30 min; AID 2806; hit rate 0.2% among 330,000;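 active = inhibition of at least 40% at 10 µM in the primary screen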;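 note: plate controls were DMSO with enzyme for no effect and no enzyme wells for full effect; values of inactives mirror those of a sister screen read the other way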
NLRP3 yeast inh – inhibitors of NALP3 inflammasome in yeast; hit rate 0.39% among 330,000; AID 2825; Yeast reconstituted NLRP3/ASC/caspase-1, beta-gal luminescence, 24 h; inhibition, % at 10 µM;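 active = inhibition of 50% or more; inactive = inhibition below 50%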;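 note: plate controls were induced DMSO wells for no effect and uninduced yeast grown without galactose for full effect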
hIAP activ – human IAP activation. P09923. purified human IAP, CDP-Star luminescence, 30 min; hits give high values; 1 = vehicle-only enzyme, 0 = enzyme-free background. activation factor at 10 µM. hit rate 0.16% among 330,000;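 active = activation factor of the enzyme at least 2-fold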; note: the source names both 10 and 20 µM as test concentration; values of inactives mirror those of a sister screen read the other way
ATG4B inhibitor – inhibitors of human ATG4B cysteine protease. hit rate 0.51% among 340,000. Q9Y4P1. inhibition, % at 8.33 µM. ATG4B cleavage of LC3-PLA2, NBD-HPC fluorescence, 1 h; in the data active = inhibition above about 40%
mIAP act – increases mouse intestinal alkaline phosphatase activity | muIAP, CDP-Star luminescence, 30 min; hits give high values; 1 = vehicle-only enzyme signal, 0 = enzyme-free wells | activation factor at 10 µM | hit rate 0.24% among 330,000;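 active = activation factor of at least 2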; note: the source names both 10 and 20 µM as test concentration; values of inactives mirror those of a sister screen read the other way
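Assay system: mouse IAP enzyme; reagent: chemiluminescent substrate CDP-Star; dosing: test compounds delivered from DMSO solution; schedule: 30 min at room temperature; measured by: luminescence from enzymatic CDP-Star hydrolysis; controls: DMSO-only wells and no-enzyme negative control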
tim10-1 inh – inhibits growth of tim10-1 mutant yeast | S. cerevisiae tim10-1 ts strain growth, BacTiter-Glo, 24 h | inhibition, % at 20 µM | hit rate 2.2% among 330,000;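 active = inhibition of at least 40%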;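 note: mutant grown at 25 °C; 0% = DMSO wells with yeast and 100% = wells holding no yeast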
hIAP inh – blocks human intestinal alkaline phosphatase; inhibition, % at 10 µM; AID 2544; P09923; purified IAP, CDP-Star luminescence, 30 min; hit rate 0.12% among 330,000;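 active = inhibition reaching a set limit with compound at 10 µM in the primary screen, cut at about 35% in these data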;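 note: plate controls were DMSO wells with enzyme for no effect and no-enzyme buffer wells for full effect; values of inactives mirror those of a sister screen read the other way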
The depositor's hits bear a star.

Screening CCOc1ccc2nc(NC(=O)CSC3=NCCS3)sc2c1 returned TIM10 inh 15, Apaf-1 inh 5, mIAP inh 6, NLRP3 yeast inh 8, hIAP activ 0.92, ATG4B inhibitor 0, mIAP act 0.94, tim10-1 inh -15 and hIAP inh 8.
`O=C(CSC1=N/C(=C/c2ccc(Cl)c(Cl)c2)C(=O)N1c1ccccc1F)NC1CC1` gave TIM10 inh 7, Apaf-1 inh 16, mIAP inh 33, NLRP3 yeast inh 21, hIAP activ 0.89, ATG4B inhibitor 10, mIAP act 0.67, tim10-1 inh 28 and hIAP inh 11.
For CC(C)C(=O)Nc1ccc2nn(-c3ccc(F)cc3)nc2c1 the results were TIM10 inh 9, Apaf-1 inh -95, mIAP inh -1, NLRP3 yeast inh 31, hIAP activ 1, ATG4B inhibitor 2, mIAP act 1, tim10-1 inh 27 and hIAP inh 0.
`CN(Cc1ccccc1)c1ccc(C(CC(N)=O)NC(=O)Cc2ccc(Br)cc2)cc1[N+](=O)[O-]` (centres undefined) gave TIM10 inh 0, Apaf-1 inh 20, mIAP inh 4, NLRP3 yeast inh 15, hIAP activ 0.97, ATG4B inhibitor -11, mIAP act 0.96, tim10-1 inh -4 and hIAP inh 3.
For CN(C)C(CNC(=S)Nc1ccccc1)c1cccnc1 (centres undefined) the results were TIM10 inh -12, Apaf-1 inh 5, mIAP inh -10, NLRP3 yeast inh -5, hIAP activ 1.1, ATG4B inhibitor 1, mIAP act 1.1, tim10-1 inh 6 and hIAP inh -7.
`Cc1ccc2oc(=O)cc(CN3CCN(C/C=C/c4ccccc4)CC3)c2c1` gave TIM10 inh -1, Apaf-1 inh -6, mIAP inh 16, NLRP3 yeast inh 9, hIAP activ 0.99, ATG4B inhibitor -4, mIAP act 0.84, tim10-1 inh -2 and hIAP inh 1.
`CCCCc1ccc(-c2ccc(C)cc2O)nc1` gave TIM10 inh 0, Apaf-1 inh 11, mIAP inh -2, NLRP3 yeast inh 11, hIAP activ 1, ATG4B inhibitor -9, mIAP act 1, tim10-1 inh 11 and hIAP inh -4.
Screening CCN(C(=O)COC(=O)Cc1c[nH]c2ccccc12)c1c(N)n(Cc2ccccc2)c(=O)[nH]c1=O returned TIM10 inh 7, Apaf-1 inh 3, mIAP inh 3, NLRP3 yeast inh 5, hIAP activ 1.1, ATG4B inhibitor -6, mIAP act 0.97, tim10-1 inh -7 and hIAP inh -5.
Screening COc1ccc(C(C)=O)cc1COC(=O)CNC(=O)c1ccccc1F returned TIM10 inh -4, Apaf-1 inh 2, mIAP inh 5, NLRP3 yeast inh 15, hIAP activ 1.2, ATG4B inhibitor -6, mIAP act 0.95, tim10-1 inh -5 and hIAP inh -17.
`Cc1ccc(N(C(=O)CNC(=O)c2ccco2)C(C(=O)NC2CCCC2)c2ccncc2)cc1C` (centres undefined) gave TIM10 inh -6, Apaf-1 inh -3, mIAP inh -3, NLRP3 yeast inh 5, hIAP activ 0.97, ATG4B inhibitor -7, mIAP act 1, tim10-1 inh -9 and hIAP inh 3.
For COc1cccc(NC(=O)COC(=O)CCC(=O)c2cccs2)c1 the results were TIM10 inh 5, Apaf-1 inh -1, mIAP inh -3, NLRP3 yeast inh 5, hIAP activ 1.1, ATG4B inhibitor 1, mIAP act 1, tim10-1 inh 6 and hIAP inh -12.
For O=C(O)CNC(=O)c1ccc(N2CCOCC2)cc1[N+](=O)[O-] the results were TIM10 inh 7, Apaf-1 inh 2, mIAP inh -4, NLRP3 yeast inh 6, hIAP activ 0.95, ATG4B inhibitor -3, mIAP act 1, tim10-1 inh 0 and hIAP inh 5.
Oc1ccc(Cl)cc1CNCc1ccc(F)cc1 was read as TIM10 inh 8, Apaf-1 inh -3, mIAP inh -9, NLRP3 yeast inh 19, hIAP activ 0.86, ATG4B inhibitor -8, mIAP act 1.1, tim10-1 inh -7 and hIAP inh 14.
`CC(C)c1ccc(/C=N/Nc2cc(N3CCOCC3)nc(N3CCOCC3)n2)cc1` gave TIM10 inh 6, Apaf-1 inh 62*, mIAP inh -18, NLRP3 yeast inh 1, hIAP activ 1.2, ATG4B inhibitor -21, mIAP act 1.2, tim10-1 inh 22 and hIAP inh -21.
For COc1ccccc1-c1nn2c(=O)cc(C)nc2s1 the results were TIM10 inh 14, Apaf-1 inh 13, mIAP inh 3, NLRP3 yeast inh -3, hIAP activ 0.84, ATG4B inhibitor -20, mIAP act 0.97, tim10-1 inh -10 and hIAP inh 16.
Cc1ccccc1OCC(=O)N1CCC2(CC1)CC(=O)c1ccccc1O2 was read as TIM10 inh 4, Apaf-1 inh 9, mIAP inh 8, NLRP3 yeast inh 22, hIAP activ 1, ATG4B inhibitor -7, mIAP act 0.92, tim10-1 inh 19 and hIAP inh -2.
For COc1cc(/C=N/NC(=O)CC2(C)OCCCO2)ccc1OCc1ccc(Cl)cc1Cl the results were TIM10 inh 26, Apaf-1 inh -2, mIAP inh 0, NLRP3 yeast inh 10, hIAP activ 1.1, ATG4B inhibitor -4, mIAP act 1, tim10-1 inh 36 and hIAP inh -8.
`CCOC(=O)C1=C(C)NC(=O)NC1C` (centres undefined) gave TIM10 inh 5, Apaf-1 inh -29, mIAP inh 3, NLRP3 yeast inh -8, hIAP activ 1.1, ATG4B inhibitor -9, mIAP act 0.97, tim10-1 inh 10 and hIAP inh -13.
Screening CCN1CCN(CCNC(=O)CSCc2nc(-c3ccc(OC)c(OC)c3)oc2C)CC1 returned TIM10 inh -16, Apaf-1 inh 12, mIAP inh -1, NLRP3 yeast inh 18, hIAP activ 0.99, ATG4B inhibitor -14, mIAP act 1, tim10-1 inh 4 and hIAP inh 1.
`CCCn1nc(C(=O)OCC(=O)c2ccccc2)c2ccccc2c1=O` gave TIM10 inh 8, Apaf-1 inh -5, mIAP inh 0, NLRP3 yeast inh 11, hIAP activ 1.1, ATG4B inhibitor -1, mIAP act 1, tim10-1 inh 14 and hIAP inh -8.
`CC(C)(C)OC(=O)C[C@H]1C/C=C\C[C@@H](CC(=O)N(CCO)Cc2ccccc2)C(=O)NC[C@H](c2ccccc2)OC1=O` gave TIM10 inh 6, Apaf-1 inh 4, mIAP inh 1, NLRP3 yeast inh 8, hIAP activ 0.98, ATG4B inhibitor -10, mIAP act 0.99, tim10-1 inh 3 and hIAP inh 2.
Cc1cc(C)cc(C(=O)Nc2ccc(N3CCCC3)cc2)c1 was read as TIM10 inh 16, Apaf-1 inh 12, mIAP inh 4, NLRP3 yeast inh 41, hIAP activ 0.92, ATG4B inhibitor -9, mIAP act 0.96, tim10-1 inh -6 and hIAP inh 8.
For O=C(COC(=O)c1cccnc1Cl)c1ccc(Cl)cc1Cl the results were TIM10 inh 7, Apaf-1 inh 0, mIAP inh 7, NLRP3 yeast inh -4, hIAP activ 0.95, ATG4B inhibitor 0, mIAP act 0.93, tim10-1 inh 13 and hIAP inh 5.
Screening Fc1ccc(-c2ccc(CNCc3ccccn3)o2)cc1Cl returned TIM10 inh 9, Apaf-1 inh 3, mIAP inh 3, NLRP3 yeast inh 8, hIAP activ 1.1, ATG4B inhibitor -4, mIAP act 0.97, tim10-1 inh 22 and hIAP inh -11.
`CCSc1nnc(CNc2ccc(F)cc2)n1CC1CCCO1` (centres undefined) gave TIM10 inh -5, Apaf-1 inh 5, mIAP inh -6, NLRP3 yeast inh 1, hIAP activ 1.2, ATG4B inhibitor -3, mIAP act 1.1, tim10-1 inh -4 and hIAP inh -19.
Screening O=C(NC(=S)Nc1cccc2ncccc12)c1ccco1 returned TIM10 inh 22, Apaf-1 inh 7, mIAP inh -8, NLRP3 yeast inh -6, hIAP activ 1.1, ATG4B inhibitor 9, mIAP act 1.1, tim10-1 inh 18 and hIAP inh -9.
For O=C(Nc1ccccc1Br)C1CC(=O)N(c2ccc3c(c2)OCCO3)C1 (centres undefined) the results were TIM10 inh 10, Apaf-1 inh 4, mIAP inh 7, NLRP3 yeast inh 13, hIAP activ 0.9, ATG4B inhibitor 2, mIAP act 0.93, tim10-1 inh 5 and hIAP inh 10.
`C=CCn1c(CSCc2ccccc2)nnc1SCC(=O)N1CCN(c2ccccc2)CC1` gave TIM10 inh 27, Apaf-1 inh 4, mIAP inh 7, NLRP3 yeast inh 14, hIAP activ 1.2, ATG4B inhibitor 0, mIAP act 0.93, tim10-1 inh 23 and hIAP inh -17.
Screening COc1ccc(C2c3ccc4ccccc4c3Oc3ncn(CCO)c(=N)c32)cc1 (centres undefined) returned TIM10 inh 14, Apaf-1 inh 6, mIAP inh 10, NLRP3 yeast inh 5, hIAP activ 0.81, ATG4B inhibitor -13, mIAP act 0.9, tim10-1 inh 14 and hIAP inh 18.
Screening O=C(C1CCN(C2CCN(Cc3ccsc3)CC2)CC1)N1CCOCC1 returned TIM10 inh -5, Apaf-1 inh 6, mIAP inh 0, NLRP3 yeast inh 28, hIAP activ 0.97, ATG4B inhibitor 6, mIAP act 1, tim10-1 inh -4 and hIAP inh 3.
For CCOC(=O)c1ccc(NC(=S)NC2CCCC2)cc1 the results were TIM10 inh -7, Apaf-1 inh 8, mIAP inh -121, NLRP3 yeast inh 24, hIAP activ 0.93, ATG4B inhibitor -1, mIAP act 2.2*, tim10-1 inh 23 and hIAP inh 7.
`CC1CN(c2nnnn2-c2ccccc2)CC(C)O1` (centres undefined) gave TIM10 inh 1, Apaf-1 inh -9, mIAP inh 1, NLRP3 yeast inh -7, hIAP activ 0.96, ATG4B inhibitor -4, mIAP act 0.99, tim10-1 inh -1 and hIAP inh 4.
COc1ccc(Oc2nc(-c3ccncc3)nc3ccccc23)cc1 was read as TIM10 inh 32, Apaf-1 inh 18, mIAP inh 4, NLRP3 yeast inh 11, hIAP activ 1, ATG4B inhibitor -10, mIAP act 0.95, tim10-1 inh 39 and hIAP inh -4.
`COC(=O)C1CCN(C(=O)COC(=O)C2CCN(S(=O)(=O)c3c(Cl)cccc3Cl)CC2)CC1` gave TIM10 inh 12, Apaf-1 inh 6, mIAP inh -2, NLRP3 yeast inh 21, hIAP activ 1.2, ATG4B inhibitor -8, mIAP act 1, tim10-1 inh 8 and hIAP inh -17.
Cn1c(=O)c2c(nc(Sc3nc4ccccc4n3CC(=O)N3CCCCC3)n2C)n(C)c1=O was read as TIM10 inh -8, Apaf-1 inh 0, mIAP inh -10, NLRP3 yeast inh -13, hIAP activ 1, ATG4B inhibitor 5, mIAP act 1.1, tim10-1 inh 15 and hIAP inh 0.
`CCCC(=O)Nc1sc(C)c(C)c1C#N` gave TIM10 inh 6, Apaf-1 inh -4, mIAP inh -5, NLRP3 yeast inh -25, hIAP activ 1, ATG4B inhibitor 6, mIAP act 1, tim10-1 inh 9 and hIAP inh -1.

Arranged by molar mass (falling): some entries from above.
Screening O=C(C1CCN(C2CCN(Cc3ccsc3)CC2)CC1)N1CCOCC1 returned TIM10 inh -5, Apaf-1 inh 6, mIAP inh 0, NLRP3 yeast inh 28, hIAP activ 0.97, ATG4B inhibitor 6, mIAP act 1, tim10-1 inh -4 and hIAP inh 3.
Screening O=C(NC(=S)Nc1cccc2ncccc12)c1ccco1 returned TIM10 inh 22, Apaf-1 inh 7, mIAP inh -8, NLRP3 yeast inh -6, hIAP activ 1.1, ATG4B inhibitor 9, mIAP act 1.1, tim10-1 inh 18 and hIAP inh -9.
Cc1cc(C)cc(C(=O)Nc2ccc(N3CCCC3)cc2)c1 was read as TIM10 inh 16, Apaf-1 inh 12, mIAP inh 4, NLRP3 yeast inh 41, hIAP activ 0.92, ATG4B inhibitor -9, mIAP act 0.96, tim10-1 inh -6 and hIAP inh 8.
